# UDG counter: blocks uracil-DNA glycosylase in AID counter-screen | FRET deamination/UDG coupled assay, UDG read, 4 h | Potency, µM (top dose mostly 115 µM), inactives show at the highest dose activity change, negative = inhibition, usual class: inhibitors | 0.14% of 91,000 active; note: nearly all actives have a fitted effect of over 65% in size
# AID inh: blocks human AID cytidine deaminase activity; 0.32% of 91,000 active; Q9GZX7; AID deamination FRET fluorescence, UDG-coupled, 4 h; Potency, µM (top dose mostly 115 µM), for the others: at the top dose activity change, negative = inhibition, most hits filed as inhibitors; note: nearly all actives have a fitted effect of over 25% in size
# Target sequence (Q9GZX7 whole entry, looked up): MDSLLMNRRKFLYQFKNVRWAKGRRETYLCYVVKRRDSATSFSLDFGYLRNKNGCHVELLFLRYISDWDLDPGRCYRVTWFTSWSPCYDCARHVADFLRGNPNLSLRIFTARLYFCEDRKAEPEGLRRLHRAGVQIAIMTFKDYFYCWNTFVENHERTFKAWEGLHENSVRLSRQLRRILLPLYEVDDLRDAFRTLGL
# An asterisk follows results filed as active; ? = inconclusive; [ ] = remark or other dose. Calls come from the whole dose curve; as a rule, active = well fitted curve in the direction sought with a large enough effect; inconclusive = small, poorly fitted or top-dose-only effect, or another doubt; inactive = no such curve, though single readings can be large; an effect the other way counts as inactive or inconclusive. % is set by controls: 0 for no effect and ±100 for the full control effect; potency is the fitted concentration of half-maximal effect.
SMILES,UDG counter,AID inh
Cc1ccc(-c2cc(C(=O)NC(C)C)c3ccccc3n2)c(C)c1,4%,-1%
COC(=O)c1ccccc1NC(=O)c1nn(C)c2c1COc1ccccc1-2,0%[57.5 µM],4%
O=C(/C=C/c1cccc2ccccc12)c1cccs1,-12%,-12%
COCCn1cnc2c1c(=O)n(CC(=O)OCc1cc(C)cc(C)c1)c(=O)n2Cc1ccccc1,4%,-3%
Cc1ccc(-n2nc(CO)c(C(=O)NCc3cccs3)n2)cc1C,4%[57.5 µM],16%
CCc1c(-c2ccccc2)nc2ccccc2c1C(=O)NCCc1ccccc1,-12%,?
COc1ccc(NC(=O)CC2C(=O)N(c3ccc(OC)cc3)C(=O)N2CCC2=CCCCC2)cc1 (stereo not given),6%,16%
Cc1ccc(C2CC(=O)N(c3ccc(F)cc3)C3=C2C(=O)CCC3)cc1 (stereo not given),11%,-7%
Cc1ccc2nc(N3CCN(c4ccccc4F)CC3)c3nnnn3c2c1,5%[57.5 µM],11%
CC(C)c1ccccc1NC(=O)C1CC2CCC1C2 (stereo not given),-23%,-23%
COc1ccc(NC(=O)[C@@H](c2ccccc2)N2Cc3ccccc3C2=O)cc1OC,-5%,?
CC(C)c1cc(=O)oc2cc(OS(=O)(=O)c3ccc(F)cc3)ccc12,-5%,-15%
CC(=O)N1CCC2(CC1)OC(=O)C(C)=C2C(=O)NCc1ccccc1Cl,?,6%
O=C(NCC(c1cccs1)S(=O)(=O)c1ccccc1)c1ccc(C(F)(F)F)cc1 (stereo not given),3%,3%
Cc1cc(C(=O)N2CCN(c3ncccn3)CC2)c2c(C)nn(C)c2n1,-1%,-7%
Cc1cc(NC(=O)c2cccc(OC(C)C)c2)no1,5%,-5%
Cc1cccc(Nc2nc(NC3CCCCCC3)nc3c2cnn3-c2ccccc2)c1,-3%,-5%
COC(=O)c1cc2sc(C)cc2n1CC(=O)Nc1ccc(C)cc1Cl,-1%,89%[activator]
Cc1ccc(C)c(Cn2c(=O)n(-c3ccc(F)cc3)c(=O)c3sc4ccccc4c32)c1,-9%,5%
CN1C(=O)N(c2cccc(Cl)c2)C(C)(O)CC1(C)C (stereo not given),2%,-2%
Cc1cc(OC(C)C(=O)NCCCN(C)C)c2c(C)c(C)c(=O)oc2c1 (stereo not given),1%,0%
O=C(NCCCc1nc2ccccc2n1Cc1ccccc1F)c1ccco1,37%[activator],-14%
CCCCCCC(C)NC(=O)Cc1cccs1 (stereo not given),4%,0%
S=c1sc2c(s1)SCCCS2,-16%,9%
Cc1ccccc1N1CC(c2nc3ccccc3n2CCC2CCCCC2)CC1=O (stereo not given),?,?

# 4 of the compounds above, as tab-separated lines.
compound	UDG counter	AID inh
COc1ccc(NC(=O)[C@@H](c2ccccc2)N2Cc3ccccc3C2=O)cc1OC	-5%	?
Cc1ccccc1N1CC(c2nc3ccccc3n2CCC2CCCCC2)CC1=O (stereo not given)	?	?
Cc1ccc(-n2nc(CO)c(C(=O)NCc3cccs3)n2)cc1C	4%[57.5 µM]	16%
O=C(NCC(c1cccs1)S(=O)(=O)c1ccccc1)c1ccc(C(F)(F)F)cc1 (stereo not given)	3%	3%

# Carrying on:
SMILES,UDG counter,AID inh
Cc1nn(CC(=O)Nc2ccc3c(c2)nc(CN2CCCC2)n3C)c(=O)c2ccccc12,2%,-4%
Cc1cccc(NC(=O)N2CCC(N3CCN(Cc4ccccc4)C(=O)C3=O)CC2)c1C,-11%[57.5 µM],1%
CCc1ccc(C(=O)c2cn(CC(=O)Nc3ccc4c(c3)OCO4)c3ccc(F)cc3c2=O)cc1,-20%,-27%
C#CCN1CCC(C(=O)NCCN2CCCCC2)CC1,-5%,-6%
C=CCOc1cccc(NC(=O)c2ccc(OCC)cc2)c1,0%,1%
COc1cccc(CNC(=O)Cn2ncc3c4ccccc4n(Cc4ccccc4)c3c2=O)c1,-19%[57.5 µM],2%
Cc1nn(C)c2c1c(C(F)(F)F)cc(=O)n2Cc1cccc(Br)c1,10%,-21%
CCc1cccc(C)c1NC(=O)Cn1nc(C(=O)O)c2ccccc2c1=O,-7%,-5%
CCOC(=O)c1noc2ncnc(N3CCN(c4cccc(Cl)c4)CC3)c12,6%,-13%
CNS(=O)(=O)c1ccc(C)c(C(=O)NCC2(c3ccccc3)CC2)c1,4%,5%
COc1cccc(C(=O)NC(=O)Nc2ccc(-c3cc(C(F)(F)F)nn3-c3ccccc3)cc2)c1,1%,3%
CCOc1ccc(-c2nc(-c3ccccc3)c(-c3ccccc3)[nH]2)cc1OCC,-12%[57.5 µM],5%
O=C(NCCc1ccc(F)cc1)C(=O)NCC(c1ccco1)S(=O)(=O)c1ccccc1 (stereo not given),?,18%
COc1ccc(OC)c(NC(=O)Nc2ccc(CN3CCOCC3)cc2)c1,-6%,-13%
CC(c1ccccc1)n1cc2c(c1-c1ccccc1Br)c(=O)n(C)c(=O)n2C (stereo not given),-20%,?
C=C(C)C[C@H]1CC=C[C@H](CC(=C)C)N1,8%,8%
CCOC(=O)c1cccc(NC(=O)C2CCN(S(=O)(=O)c3ccc4c(c3)oc(=O)n4C)CC2)c1,0%,7%
c1ccc(OCc2nc(-c3ccc4c(c3)OCCCO4)cs2)cc1,-15%,-21%
COc1ccc(Br)cc1CNC(=O)CCCn1c(=O)c2cccn2c2ccccc21,-1%[57.5 µM],?
COc1cccc(NC(=O)Nc2ccc3snnc3c2)c1,-14%,?
Cc1cc(S(=O)(=O)NCC(C)O)c(C)cc1Cl (stereo not given),0%,-1%
COc1cc(C2NC(=O)N(C)C3=C2C(=O)N(c2cccc(Cl)c2)C3)ccc1O (stereo not given),-2%,-18%
CC(C)COc1ccc(Nc2ncnc3ccc(Br)cc23)cc1,-7%,-16%
Cc1ccc(C(=O)Nc2ccccc2SCc2cc(=O)n3oc(C)cc3n2)cc1,-3%,6%
Cc1cc(=O)oc2cc(OCC(=O)NCC(C)(c3ccccc3)c3ccccc3)ccc12,-13%,?
# (cont.)
SMILES,UDG counter,AID inh
O=C(CCc1ncc(-c2ccc(Cl)cc2)o1)N1CCOCC1,9%,3%
CCn1c(CN(Cc2ccccc2)Cc2ccccc2)nc2c1c(=O)[nH]c(=O)n2C,-2%,-9%
Cc1ccc(C(=O)Nc2nnc(SCc3cc(=O)n4ccc(C)cc4n3)s2)cc1,0%,-6%
NS(=O)(=O)c1ccc(NNC(=O)/C=C/c2cccs2)c([N+](=O)[O-])c1,-14%,-24%
COc1ccc(OC)c(CNCc2cccn2-c2nnc(N3CCN(C)CC3)s2)c1,7%,-10%
Cc1ccc(C)c(OCCSc2nc3ccccc3n2CC(=O)N2CCOCC2)c1,?,-11%
CC(C)CCNC(=O)C1CCC(Cn2c(=O)c3sccc3n(CC(=O)NC(C)C)c2=O)CC1 (stereo not given),4%,48%[activator]
COc1ccc(C(=O)c2oc3ccccc3c2NC(=O)c2ccc(F)cc2)cc1,1%,34%
CCOC(=O)c1c(NC(=O)c2ccc(S(=O)(=O)N(CCOC)CCOC)cc2)sc2c1CC(C)(C)NC2(C)C,-2%,-25%
CCCCN(CC)CCCNC(=O)Cn1nc(CC)n2c(cc3sccc32)c1=O,-2%,-14%
O=C(O)c1cc(-c2ccccc2)nc2ccc(F)cc12,12%,8%
COc1ccc(-c2c(C)c3ccc(OC(C)=O)c(C)c3oc2=O)cc1,3%,3%
CCCCn1c(N)c(N(CC)C(=O)c2cc(-c3ccc(OC)cc3)nc3ccccc23)c(=O)[nH]c1=O,-1%,-1%
Cc1ccccc1-c1nc2ccc3ccccc3c2c2c1CCCC2,-6%,10%
O=C1NC(=O)/C(=C/c2c(OCc3ccc(C(=O)O)cc3)ccc3ccccc23)N1,0%,8%
COc1ccc(CNc2oc(-c3ccc(COc4ccccc4C)o3)nc2C#N)cc1,-9%,?
COc1ccc(C(=O)Nc2ccc3oc(C)nc3c2)c(OC)c1OC,1%,1%
CCSC(SCC)C(O)C(O)C(O)C(C)O (stereo not given),2%,-8%
CCOc1cccc(CNCc2ccco2)c1OCc1ccccc1,-3%,-3%
CCOC(=O)c1ccc(OC(=O)c2cn(-c3ccc(C)cc3)c(=O)c3ccccc23)cc1,0%,-8%
COc1ccc(C2=NS(=O)(=O)N(C)C(C(=O)N3CCN(C)CC3)=C2)cc1OC,-4%,-13%
COc1ccc(C)cc1N(C)C(=O)c1c2c(nc3ccccc13)C(=O)N(C1CCCCC1)C2,0%,?
COc1ccc(C(=O)NCC(c2cccnc2)N2CCc3ccccc32)cc1 (stereo not given),-15%,100µM*
CC(Sc1ccccn1)C(=O)NN=C1CCCCC1 (stereo not given),0%,-5%
COc1ccc(CCNC(=O)Cc2c(C)nn(C)c2C)cc1OC,0%,2%
# New compounds follow:
SMILES,UDG counter,AID inh
CC(C)c1ccc(NC(=O)Cn2cc(S(=O)(=O)N3CCN(c4ccccc4F)CC3)c3ccccc3c2=O)cc1,-16%,?
CCC/C(=N/NC(=O)C(C)(C)O)c1ccccc1,12%,11%
O=C(Nc1ccc(Br)cc1)C1CCN(c2ncccn2)CC1,8%,-8%
CCOC(=O)c1ccc(NCc2c(Cl)cccc2Cl)cc1,6%,-6%
COc1ccc(Cl)cc1NC(=O)c1cc(S(=O)(=O)N2CCc3ccccc32)cn1C,4%,0%
O=C(Cc1n[nH]c(=O)c2ccccc12)NCc1ccccc1CN1CCCC1,-5%,-1%
CCOc1ccccc1CNC(=O)Cn1ncn2nc(-c3cccs3)cc2c1=O,4%,1%
O=C(NCc1ccccc1)c1ccc(-c2ccccc2)s1,-3%,-3%
CNCc1cc(Br)c(OCc2ccccc2)c(OC)c1,-6%,-6%
COc1cc(-c2nc3sccn3c2Nc2c(C)cccc2C)ccc1O,-9%,31%[activator]
CCOC(=O)c1noc2nc(C)n(CC(=O)Nc3cc(OC)ccc3OC)c(=O)c12,7%,2%
Cc1ccccc1-c1nc(CS(=O)(=O)CC(=O)Nc2c(C)cccc2C)c(C)o1,-19%,11%
O=C(O)c1ccc2cc(C(=O)O)[nH]c2c1,4%,4%
CC(C)(C)C(=O)NC1CC(=O)N(c2ccc3c(c2)OCCO3)C1 (stereo not given),2%,19%
Cc1cccc(NC(=O)c2cnn(-c3ccccc3)c2-n2cccc2)c1C,5%,-13%
COc1cccc2cc(-c3cc(=O)oc4ccc(OS(=O)(=O)c5ccccc5)cc34)oc12,-14%,-1%
O=C(Cc1ccccc1)N(Cc1cccnc1)c1nc2ccc(F)cc2s1,3%,-16%
CCN(CC)C(=S)SC(C(=O)NC(N)=O)C(C)C (stereo not given),6%,0%
Cc1ccc(Br)cc1[N+](=O)[O-],-1%,0%
O=C1CCN(C(=O)/C=C/c2cc(Br)ccc2F)CC1,1%,-14%
COc1ccc(CNC(=O)CN2C(=O)COc3ccc(S(=O)(=O)N4CCOCC4)cc32)cc1,-5%[57.5 µM],-2%
Cc1cc(C)cc(-n2ccnc2SCC(=O)Nc2ccccc2F)c1,-2%,-3%
Cc1occc1-c1nnc(SCC(=O)c2cc(C)n(C3CC3)c2C)n1-c1ccccc1,4%,-10%
CSc1ncc(C(=O)NCc2ccc(C)cc2)c(-c2ccccc2)n1,-6%[57.5 µM],-19%
COc1ccc(C(=O)Oc2c(Sc3ccc(Cl)cc3)c(C)nn2C(C)(C)C)cc1OC,-8%,0%

# Some of these compounds in order of the AID inh value, largest number first:
molecule | AID inh
Cc1ccccc1-c1nc(CS(=O)(=O)CC(=O)Nc2c(C)cccc2C)c(C)o1 | 11%
O=C(NCc1ccccc1)c1ccc(-c2ccccc2)s1 | -3%
O=C(Cc1ccccc1)N(Cc1cccnc1)c1nc2ccc(F)cc2s1 | -16%

# The listing continues.
SMILES,UDG counter,AID inh
Nc1nc(Nc2ccccc2)nc2c1ncn2[C@@H]1O[C@H](CO)[C@@H](O)[C@H]1O,0%,2%
COC(=O)c1c(NC(=O)C(C)Oc2ccc(Cl)cc2Cl)sc2c1CCCC2 (stereo not given),-13%[57.5 µM],?
CC(C)OCCCNC(=O)c1nn(C)c2c1CSc1ccccc1-2,2%[57.5 µM],11%
CN(C)S(=O)(=O)N1CCC(n2c(C(F)(F)F)nc3cccnc32)CC1,6%,23%
O=C(CNC(=O)NCc1ccc(C(F)(F)F)cc1)NCC(F)(F)F,-5%,-1%
O=C1CSc2ccc(C(=O)NNC(=O)c3ccc(COc4ccccc4)o3)cc2N1,4%,-6%
O=C(Cn1c(-c2cccs2)cc2ccccc21)NCCCN1CCN(c2ccc(F)cc2)CC1,-5%,28%
CC(C)c1cccc(NC(=O)CC2(C(=O)O)CCCC2)c1,5%,1%
CC(=O)c1ccc(NC(=O)CCc2c(C)nn(-c3ccc(N4CCOCC4)nn3)c2C)cc1,-6%,0%
CC(C)(C)CC1CCCN1C(=O)CCc1nc2ccccc2c(=O)[nH]1 (stereo not given),-10%,-11%
CCc1ccc2cc(-c3ccc(C)c(C)c3)cn2c1,-2%,-3%
CC(OC(=O)C1CCC1)C(=O)c1c[nH]c2ccccc12 (stereo not given),3%,11%
Cc1ccccc1-c1nc2ccccc2s1,-16%,-10%
O=C(O)CCC(=O)N1N=C(c2ccccc2)CC1c1ccc2nccnc2c1 (stereo not given),-7%,-10%
Fc1cccc(Cl)c1C1NC(=S)NC2=C1CCc1ccccc12 (stereo not given),-9%,22%

# 3 successive compounds already listed:
SMILES,UDG counter,AID inh
CN(C)S(=O)(=O)N1CCC(n2c(C(F)(F)F)nc3cccnc32)CC1,6%,23%
O=C(CNC(=O)NCc1ccc(C(F)(F)F)cc1)NCC(F)(F)F,-5%,-1%
O=C1CSc2ccc(C(=O)NNC(=O)c3ccc(COc4ccccc4)o3)cc2N1,4%,-6%

# Quoted from the listing.
# Value of CC(C)c1cccc(NC(=O)CC2(C(=O)O)CCCC2)c1 under AID inh: 1%
# Value of O=C(CNC(=O)NCc1ccc(C(F)(F)F)cc1)NCC(F)(F)F under AID inh: -1%
# Value of Nc1nc(Nc2ccccc2)nc2c1ncn2[C@@H]1O[C@H](CO)[C@@H](O)[C@H]1O under UDG counter: 0%
# Value of O=C(O)CCC(=O)N1N=C(c2ccccc2)CC1c1ccc2nccnc2c1 (stereo not given) under AID inh: -10%
# Value of Cc1ccccc1-c1nc2ccccc2s1 under UDG counter: -16%

# From PubChem

# These rows are one share of the data (hit frequency here may not be typical).
